NFkB binder – binders of human NF-kappa-B p105 | calls only | AID 624139 | 1.3% of 17,000 active | Small molecule microarray, anti-His fluorescence binding | P19838;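 active means spot fluorescence over background significantly raised, with a chance value under 7% in all four replicate spots of the compound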;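 further: probe protein is his-tagged human p50 processed subunit at 1 µg/ml; raw spot fluorescence signals with no normalization applied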
Target sequence (P19838 1-433 limits assumed): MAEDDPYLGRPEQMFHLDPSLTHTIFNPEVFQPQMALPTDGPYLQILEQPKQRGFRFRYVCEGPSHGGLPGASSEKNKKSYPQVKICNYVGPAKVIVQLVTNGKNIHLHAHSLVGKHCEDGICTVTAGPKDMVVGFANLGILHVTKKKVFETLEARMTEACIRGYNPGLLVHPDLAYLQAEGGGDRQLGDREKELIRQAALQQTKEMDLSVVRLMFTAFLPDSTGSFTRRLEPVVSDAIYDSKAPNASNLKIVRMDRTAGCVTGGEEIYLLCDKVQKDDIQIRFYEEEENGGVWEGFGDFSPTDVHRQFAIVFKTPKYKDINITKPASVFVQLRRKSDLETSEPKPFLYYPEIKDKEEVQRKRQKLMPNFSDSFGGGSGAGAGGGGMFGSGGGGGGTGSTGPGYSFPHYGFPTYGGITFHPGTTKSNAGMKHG
Calls only; i = inactive; + = active, no number. Only part of the results is shown, so the mix of outcomes need not match the whole.

mol	NFkB binder
CCn1c(SCC(=O)Nc2ccc(C(=O)O)cc2)nnc1-c1ccc(C)cc1	i
Cc1noc(C)c1NC(=O)Nc1ccc2c(c1)CC(=O)N([C@@H](C)CO)C[C@H](C)[C@H](CN(C)S(=O)(=O)c1cn(C)cn1)O2	i
O=C1O[C@H](c2ccccc2)[C@H](c2ccccc2)N2[C@H]1[C@@H](C(=O)O)[C@]1(C(=O)Nc3ccc(C#CCCO)cc31)[C@H]2c1ccc(O)cc1	i
COC(=O)c1c(C)oc2ccc(N(C(=O)c3ccccc3)S(=O)(=O)c3cccs3)cc12	i
COc1cc(NC(=O)COc2ccccc2[N+](=O)[O-])ccc1NC(=O)c1cccs1	i
CC1(C)CC[C@]2(C(=O)O[C@@H]3OC[C@H](O[C@@H]4OC[C@H](O)[C@H](O)[C@H]4O)[C@H](O)[C@H]3O)CC[C@]3(C)C(=CCC4[C@@]5(C)C[C@H](O)[C@H](O[C@@H]6O[C@H](C(=O)O)[C@@H](O)[C@H](O[C@@H]7OC[C@H](O)[C@H](O)[C@H]7O)[C@H]6O)[C@@](C)(CO)C5CC[C@]43C)[C@@H]2C1 (some centres not stated)	i
C[C@H]1CN([C@@H](C)CO)C(=O)Cc2cc(NC(=O)CCN3CCOCC3)ccc2O[C@H]1CN(C)Cc1ccncc1	i
C[C@@H]1CCCCO[C@@H](CN(C)C(=O)Cc2ccccc2)[C@@H](C)CN([C@@H](C)CO)C(=O)c2cc(NC(=O)Nc3ccc(F)cc3)ccc2O1	i
COc1cc(C2NC(=O)NC(c3ccccc3)=C2C(=O)c2ccccc2)cc(I)c1OCC(=O)O (configuration not stated)	i
CC(=O)O[C@@H]1[C@H](c2ccc(=O)oc2)C2[C@H](C)C[C@H]3[C@@H](CC[C@@H]4C[C@@H](O)CC[C@@]43C)[C@]23O[C@H]13 (some centres not stated)	i
COc1cc2c(c3oc(-c4ccccc4)cc(=O)c13)C=CC(C)(C)O2	i
COc1ccc(NC(=O)Nc2cccc3c2O[C@@H](CN(C)CC2CC2)[C@H](C)CN([C@H](C)CO)C3=O)cc1	i
C[C@H](CO)N1C[C@H](C)[C@@H](CN(C)Cc2ccc(C(F)(F)F)cc2)OCc2cn(nn2)CCCC1=O	i
C[C@@H]1CN([C@@H](C)CO)C(=O)c2cc(NC(=O)Nc3ccccc3)ccc2O[C@H]1CN(C)Cc1ccccc1	i
Cn1c(SCc2nc3ccccc3c(=O)[nH]2)nnc1-c1cc2ccccc2o1	i
COC(=O)C(CC#Cc1ccc2c(c1)[C@]1(C(=O)N2)[C@H](C(=O)N2CCCCCCC2)[C@H]2C(=O)O[C@H](c3ccccc3)[C@H](c3ccccc3)N2[C@@H]1c1ccccc1OCCO)C(=O)OC	+
C[C@@H]1CN([C@@H](C)CO)C(=O)Cc2cc(NC(=O)Nc3ccccc3)ccc2O[C@@H]1CN(C)C(=O)Nc1ccccc1	i
COc1ccc(S(=O)(=O)N(C)CC(=O)Nc2ccccc2)cc1Cl	i
COC(=O)C(CC#Cc1ccc2c(c1)[C@]1(C(=O)N2)[C@H](c2ccc(O)cc2)N2[C@H](c3ccccc3)[C@H](c3ccccc3)OC(=O)[C@H]2[C@@H]1C(=O)O)C(=O)OC	i
C[C@@H]1CN([C@H](C)CO)C(=O)Cc2cc(NC(=O)NC3CCCCC3)ccc2O[C@H]1CN(C)S(=O)(=O)c1ccccc1	i
CC(=O)[C@]12O[C@]3(COC[C@H](c4ccccc4)N3C1=O)[C@@H]1C(=O)N(C)C(=O)[C@@H]12	i
CCc1ccc(OCC(=O)Nc2sc3c(c2C(N)=O)CCCC3)c(Br)c1	i
Cc1ccc2cc(S(=O)(=O)NCCC(=O)O)ccc2c1	i
C=CCNC(=O)[C@@H]1[C@H]2C(=O)O[C@H](c3ccccc3)[C@H](c3ccccc3)N2[C@H](c2ccccc2OCCO)[C@@]12C(=O)N(C(=O)OCCOC)c1ccc(C#CCCO)cc12	i
COc1ccccc1NC(=O)c1ccc(CSc2nc3ccccc3o2)cc1	i
COc1ccc(CN(C)C[C@@H]2Oc3c(NC(=O)Nc4c(C)noc4C)cccc3C(=O)N([C@H](C)CO)C[C@@H]2C)cc1	i
COc1cccc(-c2cc(C(F)(F)F)n3nc(C(=O)NCc4ccccn4)cc3n2)c1	i
C[C@H]1CN([C@@H](C)CO)C(=O)c2cc(N(C)C)ccc2O[C@@H]1CN(C)Cc1ccncc1	i
CC(C)NC(=O)N(C)C[C@@H]1OCc2cnnn2CCCC(=O)N([C@H](C)CO)C[C@@H]1C	i
CCCN(C)C[C@@H]1Oc2ncc(C#Cc3ccc(OC)c(OC)c3)cc2C(=O)N([C@H](C)CO)C[C@@H]1C	i
CCc1c(C)nc(Nc2nc(C)c3ccc(OC)cc3n2)[nH]c1=O	i
CC(C)NC(=O)N(C)C[C@@H]1OCCCC[C@H](C)Oc2ccc(NC(=O)Nc3ccc(C(F)(F)F)cc3)cc2C(=O)N([C@@H](C)CO)C[C@H]1C	i
CC(=O)OC1CC2(C)C(CCC3C4(C)CCC(=O)C(C)C4C(O)C(=O)C32C)/C1=C(\CCC=C(C)C)C(=O)O (configuration not stated)	i
CCCC(O)C#Cc1cnc2c(c1)C(=O)N([C@H](C)CO)C[C@H](C)[C@H](CN(C)S(=O)(=O)c1cccs1)O2 (some centres not stated)	i
COc1ccc(S(=O)(=O)N(C)C[C@@H]2Oc3ccc(NC(=O)CCN4CCOCC4)cc3C(=O)N([C@H](C)CO)C[C@H]2C)cc1	i
CCCCC(Nc1ncnc2ccccc12)C(=O)O (configuration not stated)	i
CCCn1nnnc1NC(=O)COc1ccc(Cl)c(C)c1	i
O=C(Cc1cc(C(=O)O)c2ccccc2n1)Nc1ccccc1	i
C[C@@H]1CN([C@H](C)CO)C(=O)c2cc(NC(=O)Nc3ccccc3)ccc2O[C@@H](C)CCCCO[C@@H]1CN(C)C(=O)Cc1ccccc1	i
COc1ccccc1N(Cc1cc2ccc(C)cc2[nH]c1=O)S(=O)(=O)c1ccccc1	i
C[C@@H]1CN([C@@H](C)CO)C(=O)c2cc(NS(C)(=O)=O)ccc2O[C@@H](C)CCCCO[C@H]1CN(C)C(=O)Cc1ccccc1	i
COc1ccc(-n2c(CSc3nnc(-c4ccc(OC)c(OC)c4)n3-c3ccccc3)n[nH]c2=S)cc1	i
COC(=O)c1cccc(-n2c(CCC(=O)O)ccc2-c2cccs2)c1	i
COc1ccc(S(=O)(=O)N(C)C[C@H]2Oc3c(NC(=O)c4ccncc4)cccc3C(=O)N([C@@H](C)CO)C[C@H]2C)cc1	i
O=C1O[C@@H](c2ccccc2)[C@@H](c2ccccc2)N2[C@@H](c3ccccc3OCCO)[C@]3(C(=O)Nc4ccccc43)[C@@H](C(=O)N3CCN(c4ncccn4)CC3)[C@H]12	i
C=C1C2CCC3[C@]4(C)CCC[C@@](C)(C(=O)O)C4CC[C@]3(C2)C1OC(C)=O (some centres not stated)	i
C[C@@H]1CN([C@H](C)CO)C(=O)c2cc(NS(=O)(=O)c3cccs3)ccc2O[C@@H](C)CCCCO[C@@H]1CN(C)C(=O)C1CCCCC1	i
O=C(O)CCC(=O)Nc1ccc(C(=O)O)cc1	i
O=C(COc1ccc([N+](=O)[O-])cc1)Nc1ccc(-c2nc3ccccc3o2)cc1	i
CC(C)(C)NC(=O)Cn1cc(C(=O)c2ccco2)c2ccccc21	i
C[C@@H]1CCCCO[C@H](CN(C)Cc2ccc(Cl)c(Cl)c2)[C@@H](C)CN([C@@H](C)CO)C(=O)c2cc(NC(=O)CCC(F)(F)F)ccc2O1	i
Cn1c(=O)c2c(n(C)c1=O)n(C)c(=O)n2C	i
O=C1CC(Cc2ccccc2)C(=O)N1CCCn1ccnc1 (configuration not stated)	i
CC(C)NC(=O)Nc1ccc2c(c1)C(=O)N([C@@H](C)CO)C[C@H](C)[C@H](CN(C)C(=O)c1ccncc1)OCCCC[C@@H](C)O2	i
O=C(C1=C[C@H](c2ccccc2)C[C@H](OCc2ccc(CO)cc2)O1)N1CCN(Cc2ccc3c(c2)OCO3)CC1	i
COC(=O)C(CC#Cc1ccc2c(c1)[C@]1(C(=O)N2)[C@H](C(=O)N2CCCCCCC2)[C@H]2C(=O)O[C@H](c3ccccc3)[C@H](c3ccccc3)N2[C@@H]1c1ccc(OCCO)cc1)C(=O)OC	i
COc1ccc(NC(=O)Nc2ccc3c(c2)C(=O)N([C@@H](C)CO)C[C@@H](C)[C@@H](CN(C)Cc2ccc(C(=O)O)cc2)O3)cc1	i
COc1ccc(C#Cc2ccc3c(c2)[C@]2(C(=O)N3)[C@H](C(N)=O)[C@H]3C(=O)O[C@H](c4ccccc4)[C@H](c4ccccc4)N3[C@@H]2c2ccccc2OCCO)cc1	i
C[C@H](CO)N1C[C@H](C)[C@H](CN(C)C(=O)c2ccc3ccn(C)c3c2)OCc2cn(nn2)CCCC1=O	i
O=C1CS(=O)(=O)C(c2cccc([N+](=O)[O-])c2)N1c1ccccc1 (configuration not stated)	i

Shown with each value named: entries from further up.
COc1ccc(C#Cc2ccc3c(c2)[C@]2(C(=O)N3)[C@H](C(N)=O)[C@H]3C(=O)O[C@H](c4ccccc4)[C@H](c4ccccc4)N3[C@@H]2c2ccccc2OCCO)cc1
  NFkB binder: i
CC(C)(C)NC(=O)Cn1cc(C(=O)c2ccco2)c2ccccc21
  NFkB binder: i
Cn1c(=O)c2c(n(C)c1=O)n(C)c(=O)n2C
  NFkB binder: i

(next part)
mol	NFkB binder
Cc1noc(C)c1S(=O)(=O)Nc1ccc2c(c1)CC(=O)N([C@@H](C)CO)C[C@@H](C)[C@H](CN(C)S(=O)(=O)c1ccccc1)O2	i
O=C(CCO)c1ccc(O)cc1	i
O=C(CN1C(=O)c2cccc3cccc1c23)NCc1ccco1	i
Cc1noc(C)c1S(=O)(=O)Nc1ccc2c(c1)C(=O)N([C@@H](C)CO)C[C@H](C)[C@@H](CN(C)C(=O)Nc1ccc(F)cc1)OCCCC[C@@H](C)O2	i
C[C@@H]1CN([C@H](C)CO)C(=O)Cc2cc(NS(=O)(=O)c3ccccc3)ccc2O[C@@H]1CN(C)C(=O)Nc1ccc2c(c1)OCO2	i
Cc1noc(C)c1S(=O)(=O)Nc1ccc2c(c1)C(=O)N([C@@H](C)CO)C[C@H](C)[C@@H](CN(C)C)OCCCC[C@H](C)O2	i
N#CC(OC1OC(COC2OCC(OC(=O)/C=C/c3ccc(OC4OC(CO)C(O)C(O)C4O)cc3)C(O)C2O)C(O)C(O)C1O)c1ccccc1 (configuration not stated)	i
COc1cc(/C=C/CO)ccc1O[C@@H]1O[C@H](CO)[C@@H](O)[C@H](O)[C@H]1O	i
C[C@@H]1CN([C@H](C)CO)C(=O)Cc2cc(NC(=O)Nc3ccc(C(F)(F)F)cc3)ccc2O[C@H]1CN(C)Cc1ccncc1	i
C[C@H]1CN([C@@H](C)CO)C(=O)c2cccc(NC(=O)C3CCOCC3)c2O[C@@H]1CN(C)Cc1ccc(C(F)(F)F)cc1	i
COc1ccc(NC(=O)Nc2cccc3c2O[C@H](CN(C)S(=O)(=O)c2ccc(Cl)cc2)[C@@H](C)CN([C@@H](C)CO)C3=O)cc1	i
C[C@@H]1CN([C@@H](C)CO)C(=O)Cc2cc(NS(=O)(=O)c3ccccc3)ccc2O[C@@H]1CN(C)C(=O)NC1CCCCC1	i
O=C(O)COc1ccc(OCCNC[C@@H](O)COc2ccccc2)cc1	i
C[C@@H]1CN([C@@H](C)CO)C(=O)c2cccc(NS(C)(=O)=O)c2O[C@H]1CN(C)S(=O)(=O)c1cccs1	i
O=C(Nc1ccccc1)c1ccc(S(=O)(=O)NCc2ccncc2)cc1	i
C=CC1C(OC2OC(CO)C(O)C(O)C2O)OC=C(C(=O)OC)C1CC1CC(=O)CC(CC(=O)CCc2ccc(O)cc2)O1 (configuration not stated)	i
Cc1noc(C)c1NC(=O)N(C)C[C@@H]1OCCCC[C@@H](C)Oc2ccc(N(C)C)cc2C(=O)N([C@@H](C)CO)C[C@@H]1C	i
CCOC(=O)CNC(=O)c1cc2nc(-c3ccc(Cl)s3)cc(C(F)(F)F)n2n1	i
Cc1noc(C)c1NC(=O)N(C)C[C@H]1OCCCC[C@H](C)Oc2ccc(NC(=O)CCC(F)(F)F)cc2C(=O)N([C@@H](C)CO)C[C@H]1C	i
C[C@@H]1CN([C@@H](C)CO)C(=O)CCCn2cc(nn2)CO[C@@H]1CN(C)C(=O)Nc1ccc(N2CCCCC2)cc1	i
COc1ccc(C2=NOC(C(=O)NO)C2)cc1OC1CCCC1 (configuration not stated)	i
C[C@H](CO)N1C[C@H](C)[C@H](CN(C)S(=O)(=O)c2cn(C)cn2)OCCCC[C@H](C)Oc2ccc(NS(=O)(=O)c3cn(C)cn3)cc2C1=O	i
COc1ccc(S(=O)(=O)Nc2cccc3c2O[C@H](CN(C)C)[C@@H](C)CN([C@H](C)CO)C3=O)cc1	i
COc1ccc(S(=O)(=O)N(C)C[C@@H]2Oc3ccc(NC(=O)Cn4cnnn4)cc3C(=O)N([C@@H](C)CO)C[C@@H]2C)cc1	i
CNC[C@H]1Oc2ccc(NS(=O)(=O)c3cccs3)cc2CC(=O)N([C@@H](C)CO)C[C@H]1C	i

Five compounds picked at random from the list so far:
mol	NFkB binder
O=C(C1=C[C@H](c2ccccc2)C[C@H](OCc2ccc(CO)cc2)O1)N1CCN(Cc2ccc3c(c2)OCO3)CC1	i
COc1ccc(S(=O)(=O)N(C)C[C@@H]2Oc3ccc(NC(=O)Cn4cnnn4)cc3C(=O)N([C@@H](C)CO)C[C@@H]2C)cc1	i
O=C1CC(Cc2ccccc2)C(=O)N1CCCn1ccnc1 (configuration not stated)	i
COc1ccc(S(=O)(=O)N(C)C[C@H]2Oc3c(NC(=O)c4ccncc4)cccc3C(=O)N([C@@H](C)CO)C[C@H]2C)cc1	i
C[C@H]1CN([C@@H](C)CO)C(=O)c2cc(N(C)C)ccc2O[C@@H]1CN(C)Cc1ccncc1	i

Bioassay records from PubChem BioAssay.
